# procasp3 activ: activators of human procaspase-3 | activation, % at 8.5 µM | recombinant procaspase-3 D3A, Ac-DEVD-pNA absorbance 405 nm | P42574 | hit rate 0.11% among 330,000;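 active means activation above the mean of all tested compounds plus 3 SD, cut at about 21% in these data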;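 further: 0% = DMSO alone and 100% = DMSO wells spiked with extra 5 µM PC-3 D3A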
# Target sequence (P42574 whole entry D9A/D28A/D175A): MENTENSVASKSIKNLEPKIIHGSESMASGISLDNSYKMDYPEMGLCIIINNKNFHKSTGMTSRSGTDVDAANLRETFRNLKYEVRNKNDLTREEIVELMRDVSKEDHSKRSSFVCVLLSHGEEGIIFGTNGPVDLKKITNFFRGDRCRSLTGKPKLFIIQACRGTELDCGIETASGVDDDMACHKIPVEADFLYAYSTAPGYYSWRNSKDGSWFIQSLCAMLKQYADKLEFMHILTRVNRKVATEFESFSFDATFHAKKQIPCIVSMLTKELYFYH
#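 Assay system: Procaspase-3 D3A mutant, all three cleavage aspartates alanine. Buffer or medium: Zinc-free HEPES saline buffer with Triton X-100. Times: 1 h compound preincubation, 2 h substrate hydrolysis at 25 °C. Measured by: 405 nm absorbance of p-nitroaniline, reads at 0 and 120 min. Read-out basis: percent activation relative to control range. Replicates: singlicate.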
# AHR activator: activates the human aryl hydrocarbon receptor | P35869 | AHR-responsive luciferase reporter cells, luminescence | activation, % at 5 µM | hit rate 2.5% among 320,000; in the data active means activation above about 47%;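 further: 0% = vehicle wells and 100% = reference agonist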
# GASC-1 inh: blocks human GASC-1 demethylase activity; GST-JMJD2C(1-420) H3K9me3 demethylation, DELFIA europium; inhibition, % at 2.35 µM; hit rate 0.069% among 330,000; AID 2099;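 active means more than half of a compound's replicate wells show inhibition beyond 50%, single wells judged on their own value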;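 further: signal counts dimethyl H3K9 product captured on neutravidin plate; 0% = median of DMSO wells and 100% = 0.3 times that DMSO median; strong numbers were not always called active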
# Target sequence (Q9H3R0 1-420 limits assumed): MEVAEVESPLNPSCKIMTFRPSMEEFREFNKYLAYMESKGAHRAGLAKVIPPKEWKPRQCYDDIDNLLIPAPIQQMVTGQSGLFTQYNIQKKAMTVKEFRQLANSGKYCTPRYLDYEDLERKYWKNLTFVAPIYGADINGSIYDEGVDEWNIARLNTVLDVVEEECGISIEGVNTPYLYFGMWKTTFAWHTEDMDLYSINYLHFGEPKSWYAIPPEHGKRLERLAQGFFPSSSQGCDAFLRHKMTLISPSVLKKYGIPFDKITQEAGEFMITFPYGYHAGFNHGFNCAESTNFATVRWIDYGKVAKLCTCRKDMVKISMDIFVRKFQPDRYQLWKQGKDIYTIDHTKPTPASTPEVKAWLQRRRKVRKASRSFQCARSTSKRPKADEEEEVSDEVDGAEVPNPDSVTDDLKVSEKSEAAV
# CR mimetic SO: caloric restriction mimetics inhibiting age-related superoxide in yeast; AID 2690; S. cerevisiae aged cells, superoxide DHE fluorescence; active compounds read low; superoxide response (% of plate mean), % at 10 µM; hit rate 0.18% among 330,000;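 active means superoxide response under a set limit, about three screen SD below normal, cut at about 65% in these data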;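 further: yeast aged for seven days with compound at 30 °C before DHE staining; 100% = average MFI of all compound-treated wells on the plate with controls excluded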
# RPL19A TOR yeast: yeast TOR pathway RPL19A-GFP modulation; hit rate 0.3% among 330,000; AID 2025; S. cerevisiae RPL19A-GFP strain, flow cytometry, 3 h; active compounds read low; percent response vs DMSO, % at 10 µM;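 active means percent response vs DMSO below 50%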;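 further: median channel GFP fluorescence of the barcoded RPL19A-GFP strain; ratio of sample median GFP to plate DMSO average so 100% = DMSO; lower means less RPL19A-GFP as with rapamycin TOR inhibition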
# MEP2-GFP yeast: modulators of TOR pathway MEP2-GFP in S. cerevisiae; hit rate 0.51% among 330,000; GFP response vs DMSO, % at 10 µM; S. cerevisiae MEP2-GFP strain, flow cytometry GFP, 3 h; 100% = DMSO control level; AID 2016;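 active means GFP response versus DMSO above a set limit, roughly screen mean plus 3 SD, cut at about 180% in these data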;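 further: median GFP fluorescence of the barcode-gated MEP2-GFP cells per well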
# LAP4-GFP MLPCN: modulators of TOR pathway LAP4-GFP in S. cerevisiae; GFP response vs DMSO, % at 10 µM; hit rate 0.34% among 320,000; AID 2023; S. cerevisiae LAP4-GFP multiplex, flow cytometry GFP, 3 h; median GFP as percent of DMSO wells;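 active means GFP response vs DMSO above a set limit, about the screen mean plus 3 SD, cut at about 150% in these data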
# procasp7 counter: activates human procaspase-7, counter-screen for procaspase-3 activators. hit rate 0.093% among 330,000. recombinant procaspase-7, Ac-DEVD-pNA absorbance 405 nm; D23A/D198A/D206A triple mutant, cannot self-cleave; scale: DMSO 0, 5 µM enzyme 100. activation, % at 8.5 µM;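 active means percent activation above the screen-wide mean plus 3 SD, cut at about 25% in these data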
# Target sequence (P55210 whole entry D23A/D198A/D206A): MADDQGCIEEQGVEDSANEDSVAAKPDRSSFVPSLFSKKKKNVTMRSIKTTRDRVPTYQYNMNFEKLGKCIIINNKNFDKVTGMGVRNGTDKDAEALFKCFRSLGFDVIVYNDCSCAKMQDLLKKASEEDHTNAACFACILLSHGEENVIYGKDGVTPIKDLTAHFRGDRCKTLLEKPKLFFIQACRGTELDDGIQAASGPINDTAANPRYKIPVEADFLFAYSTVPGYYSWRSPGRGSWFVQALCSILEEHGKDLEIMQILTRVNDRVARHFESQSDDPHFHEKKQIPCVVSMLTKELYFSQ
#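 System: Uncleavable procaspase-7 mutant enzyme; Amount: 2 µM procaspase-7 mutant as dispensed; Schedule: 1 h compound preincubation, 2 h substrate cleavage, 25 °C; Measured by: 405 nm absorbance of p-nitroaniline; Evaluation: percent activation from buffer-corrected 0–120 min absorbance change; Control set: low DMSO alone, high DMSO plus 5 µM PC-7.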
# Numbers without * were called inactive; . = no result given.
SMILES,procasp3 activ,AHR activator,GASC-1 inh,CR mimetic SO,RPL19A TOR yeast,MEP2-GFP yeast,LAP4-GFP MLPCN,procasp7 counter
CSc1c(CC(=O)NCCO)n(C)c2ccccc12,1.6,0.2,-7.0,100.5,101.3,101.4,99.0,12.0
CCOc1cc2c(cc1OCC)C(c1ccccc1)N(c1ccccc1)C(=O)C2 (centres undefined),5.8,-0.4,-3.4,105.3,98.2,103.9,97.2,8.1
C/C(=C\c1ccccc1)C1NC(=O)c2c(sc3c2CCCC3)N1 (centres undefined),0.0,7.6,1.6,84.5,104.8,103.3,98.7,-7.4
CCOc1ccc(NC(=S)Nc2ccccc2C2(C)CC2)cc1,3.1,-0.5,1.3,95.8,93.2,107.7,119.8,4.4
NC(=O)CC(NC(=O)Cc1ccc(Br)cc1)c1ccc(NCc2ccc(F)c(F)c2)c([N+](=O)[O-])c1 (centres undefined),-0.1,7.7,-5.0,112.4,94.6,99.8,108.3,3.2
CN(C(=O)Nc1ccc(Cl)cc1)c1c2c(nn1C)CCCC2,0.8,3.2,1.6,98.5,99.8,114.7,92.7,-0.2
O=C(O)C1C2CCC(C2)C1C(=O)N1CCCC1 (centres undefined),-1.8,0.5,5.4,100.3,102.4,105.4,87.6,-3.2
COc1ccccc1N1CCN(C(=O)C(C)N(c2ccc(C)c(C)c2)S(C)(=O)=O)CC1 (centres undefined),-1.5,2.4,-1.5,107.2,98.7,97.7,94.3,-2.3
O=c1nc2n(c3ccc(Br)cc13)CCS2,-11.0,-4.1,3.5,96.3,95.8,93.8,85.3,9.6
O=C(N/N=C\c1ccc2c(c1)OCO2)c1cncc(Br)c1,-2.3,104.4*,2.4,112.1,100.3,98.9,104.2,-12.6
CCN(CC)S(=O)(=O)c1cc(NC(=O)CCn2[nH]c(=O)ccc2=O)ccc1C,-2.4,-1.4,-1.1,93.1,107.8,104.7,108.8,-4.8
CCCCCCSc1ccc([C@@H]2[C@@H]3C(=O)N(C)C(=O)[C@@H]3[C@]3(C(=O)OC)CCCCN23)cc1OC,-1.3,2.4,17.2,102.1,99.5,90.0,107.4,9.7

# Six entries drawn at random from the list so far:
SMILES,procasp3 activ,AHR activator,GASC-1 inh,CR mimetic SO,RPL19A TOR yeast,MEP2-GFP yeast,LAP4-GFP MLPCN,procasp7 counter
NC(=O)CC(NC(=O)Cc1ccc(Br)cc1)c1ccc(NCc2ccc(F)c(F)c2)c([N+](=O)[O-])c1 (centres undefined),-0.1,7.7,-5.0,112.4,94.6,99.8,108.3,3.2
CSc1c(CC(=O)NCCO)n(C)c2ccccc12,1.6,0.2,-7.0,100.5,101.3,101.4,99.0,12.0
O=C(O)C1C2CCC(C2)C1C(=O)N1CCCC1 (centres undefined),-1.8,0.5,5.4,100.3,102.4,105.4,87.6,-3.2
O=c1nc2n(c3ccc(Br)cc13)CCS2,-11.0,-4.1,3.5,96.3,95.8,93.8,85.3,9.6
CCCCCCSc1ccc([C@@H]2[C@@H]3C(=O)N(C)C(=O)[C@@H]3[C@]3(C(=O)OC)CCCCN23)cc1OC,-1.3,2.4,17.2,102.1,99.5,90.0,107.4,9.7
CCOc1ccc(NC(=S)Nc2ccccc2C2(C)CC2)cc1,3.1,-0.5,1.3,95.8,93.2,107.7,119.8,4.4

# (list continues)
SMILES,procasp3 activ,AHR activator,GASC-1 inh,CR mimetic SO,RPL19A TOR yeast,MEP2-GFP yeast,LAP4-GFP MLPCN,procasp7 counter
COc1cccc(CN(C)C(=O)C2CCC(=O)N(Cc3cccc(F)c3)C2)c1 (centres undefined),7.9,1.6,-24.8,109.9,96.7,92.4,93.5,-4.5
COc1ccc(NC(=O)C2CCCO2)cc1Cl (centres undefined),-1.5,-5.1,-44.8,101.4,104.5,106.3,101.9,12.2
CS(=O)(=O)N1CCN(C(=S)NCc2ccc(F)cc2)CC1,-2.9,1.4,1.9,112.5,101.5,102.1,88.2,4.1
NC(=O)C1CCN(C(=O)c2cc(-c3ccccc3Cl)nc3ccccc23)CC1,-1.8,-1.7,2.6,82.0,97.5,96.7,92.2,-1.6
COc1ccc(NS(=O)(=O)c2ccc(NC(=S)NC(=O)c3cccc(F)c3)cc2)nn1,-8.8,-0.6,0.9,110.5,104.7,111.1,103.8,-18.8
COC(=O)c1c(N)sc(C(C)=O)c1C,7.8,-1.3,2.3,118.9,96.0,96.5,97.5,5.5
COc1ccc(N2CC(C(=O)Nc3ccccc3N3CCCC3)CC2=O)c(OC)c1 (centres undefined),-3.8,-1.6,-9.2,101.2,83.7,93.3,91.3,1.6
COc1cccc(CNC(=O)C2CCCN(S(=O)(=O)c3cnc[nH]3)C2)c1 (centres undefined),5.9,-0.8,-3.2,96.6,100.3,105.0,100.2,5.1
Cc1cc(SCC(=O)NCC2CCCO2)nc2ccccc12 (centres undefined),6.2,23.9,5.8,111.5,107.1,102.5,105.8,6.3
Cc1ccc(NS(=O)(=O)c2ccc(OCC(=O)NCC3CCCO3)cc2)cc1 (centres undefined),-10.8,4.1,1.4,103.0,115.1,112.2,105.6,-5.7
COc1cccc(CNC(=O)c2cccc(S(=O)(=O)N3CCN(c4ccc(F)cc4)CC3)c2)c1,7.0,-2.2,5.2,87.8,94.1,104.1,116.5,3.9
CC(=O)NC1C2CN3CCN(C2)CC1(Cc1ccccc1)C3 (centres undefined),2.4,-1.5,0.4,93.3,102.4,71.6,92.5,4.9
O=C(/C=C/c1ccc([N+](=O)[O-])cc1)NCc1cccnc1,4.0,28.0,-1.0,95.4,95.3,84.1,91.6,-1.6
CCCc1cc(=O)[nH]c(SCCOC(=O)c2ccccc2)n1,-3.4,-0.1,-23.1,93.0,98.2,107.1,100.4,15.4
CCOC(=O)c1ccc2c(c1)n(CCCS(=O)(=O)[O-])c(/C=C/c1ccc(Cl)cc1)[n+]2CC,7.1,-1.9,5.2,102.2,95.2,93.5,110.8,3.4
CN1CCC/C1=C/C=C1\SC(=S)NC1=O,-16.9,3.2,4.5,94.3,93.1,99.5,100.1,-29.9
CC(=O)c1sc(Nc2cccc3ccccc23)nc1C,4.7,6.5,47.6,92.4,99.0,99.9,124.9,2.1
O=C(O)C1CCN(S(=O)(=O)c2ccc(N3CCOCC3)c([N+](=O)[O-])c2)CC1,-7.8,1.9,3.4,97.8,98.3,98.6,106.0,11.8
COc1ccc(N2C(=O)CCC(C(=O)N3CCOCC3)C2c2ccc(F)cc2)cc1 (centres undefined),0.6,-1.6,-1.8,103.7,99.3,109.0,104.2,2.6
C=CCn1c(SC(C)C(=O)NCc2ccc3c(c2)OCO3)nc2scc(-c3ccccc3)c2c1=O (centres undefined),4.9,0.9,-3.0,86.9,92.8,96.2,94.2,2.0
COc1cccc(-n2ccnc2SCC(=O)Nc2ccccc2F)c1,-3.8,2.6,1.2,107.1,96.5,95.1,102.0,12.5
FCCCOc1ccc(-c2nccc(-c3ccc(Cl)cc3)n2)cc1,3.4,10.5,-9.4,116.0,97.1,102.8,100.1,24.1
CC(=O)Oc1ccc(-c2cccc(C(=O)OCC(=O)N(C)c3ccccc3)c2)cc1,-2.5,-4.1,-3.8,91.7,95.0,104.4,89.6,1.4
CCOC(=O)C1=NN(c2cccc(Cl)c2)C2=NC(C)=C(C(=O)OC)C(c3cccs3)N12 (centres undefined),3.1,-1.7,-4.7,101.2,93.4,93.8,88.5,-5.5
COc1ccccc1N(C(=O)CNC(=O)c1ccco1)C(C(=O)NC1CCCCC1)c1ccncc1 (centres undefined),-6.6,5.9,-27.0,102.5,104.5,100.0,101.6,9.4
CCOC(=O)c1cnc(COc2ccc(OC)cc2)[nH]c1=O,-7.1,-0.9,-3.9,82.8,95.1,89.8,106.2,1.9
Cc1cccc(C)c1OCC(=O)N/N=C/c1cccnc1,0.8,4.8,.,97.7,99.5,107.0,103.7,3.2
O=C(C1CN(C(=O)c2cc3cc(Cl)ccc3o2)c2ccccc2O1)N1CCCCC1 (centres undefined),3.0,0.4,-0.5,110.5,96.2,91.5,107.2,-3.4
Cc1csc(NC(=O)CSc2ccccc2F)n1,-5.4,9.0,-0.4,127.0,100.9,103.7,101.3,7.9
CC(/C=N/NC(=O)c1cc(-c2ccccc2)nc2ccccc12)=C\c1ccco1,1.5,18.5,0.2,97.2,102.7,105.9,98.2,4.9
Cc1ccc(C(=O)N2CCN(c3cc(=O)[nH]nc3-c3ccccc3)CC2)cc1,2.4,0.3,7.2,103.7,94.6,96.1,98.5,-1.3
NC(=O)CSc1nnc(-c2ccc(S(=O)(=O)N3CCCCC3)cc2)n1-c1ccccc1,1.0,1.0,-3.0,89.1,95.7,99.1,96.9,-10.3
CC(C)(C)c1cc(CCC(=O)NNC(=O)c2ccncc2)cc(C(C)(C)C)c1O,-2.2,-0.3,.,102.2,94.1,91.6,97.3,6.5
Cc1nn(C)c(C)c1Nc1ccc(N2C(=O)C3C4C=CC(C4)C3C2=O)cc1[N+](=O)[O-] (centres undefined),-8.0,1.8,7.9,101.2,99.8,101.3,106.2,-2.3
CCc1sc(C(=O)Nc2cc(Cl)ccc2N2CCCCC2)cc1C,1.3,0.5,0.4,94.4,103.3,103.0,112.2,-9.4
O=C(Cc1ccc([N+](=O)[O-])cc1)N1N=C(C2CC2)CC1(O)C(F)(F)F (centres undefined),3.4,0.5,0.1,104.1,95.3,91.5,108.6,0.1
O=C1[C@@H]2C(c3ccc(F)cc3)=NO[C@@H]2C(=O)N1Cc1ccccc1,-7.8,2.0,-23.9,99.0,105.4,98.5,110.8,-2.9
COC(=O)Cn1c(=O)c2c(n(Cc3ccccc3)c1=O)N/C(=C/c1ccc(Br)cc1)C2=O,-2.7,3.6,.,104.4,103.4,109.0,102.9,-0.1
C=CCOc1ccc(CNn2cn[nH]c2=S)cc1OCC,-8.1,1.0,25.0,89.7,102.6,105.1,99.9,-2.8
Cc1cc([N+](=O)[O-])c(-c2ccc(/C=N/n3cnnc3)o2)cc1Cl,-10.0,10.9,8.1,90.5,96.8,92.6,99.6,4.7
Nc1c(-c2ccc3c(c2)OCCO3)oc2ccccc2c1=O,0.4,10.5,0.5,91.6,100.4,101.0,104.4,-22.2
Cc1cc(C)n(CC(=O)NNC(=O)c2ccc(S(C)(=O)=O)cc2)n1,2.6,1.1,13.0,105.2,98.4,97.6,94.2,1.0
Cc1cc(C)n(CCc2nc3c4ccccc4n(CC#N)c(=O)n3n2)n1,10.3,6.8,11.6,88.9,99.7,104.4,95.9,9.3
Cc1ccc(NS(=O)(=O)c2cc3c(cc2C)NC(=O)CO3)cc1,7.9,1.9,18.7,87.2,97.7,100.3,110.8,0.2
CCN(CC)C(=O)COc1ccc2c3c(c(=O)oc2c1C)CCCC3,4.5,-3.6,-4.6,109.4,105.3,110.1,91.1,-4.8
CC1CCCN(S(=O)(=O)c2ccc3oc(=O)ccc3c2)C1 (centres undefined),-2.8,3.0,-18.6,110.5,103.9,100.6,85.3,-0.2
CC(C)CC(=O)OC1C(N2CCOCC2)c2c(ccc(/C=C/C(=O)N3CCOCC3)c2O)OC1(C)C (centres undefined),1.9,4.1,5.7,101.2,95.9,109.5,99.5,-4.8
CCC(C)NC(=O)CSc1nc2scc(-c3ccccc3)c2c(=O)[nH]1 (centres undefined),6.2,1.5,-4.7,111.2,97.4,98.4,91.7,-4.0
